# Screens: PubChem BioAssay, National Center for Advancing Translational Sciences (NCATS)
# USP2a inh: inhibitors of human ubiquitin-specific protease USP2a | O75604 | USP2 core, Ub-CHOP2 coupled fluorogenic reporter, 485/531 | Potency, µM (highest dose often 38.3 µM), for inactives: top-dose activity change, negative = inhibition, hits mostly inhibitors | 330,000 compounds, 0.01% hits;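 note: potency is the fitted concentration of half-maximal effect; plate controls were DMSO wells for no effect and full inhibition by NEM control for full effect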
#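 Cell-free coupled assay: 10nM USP2 core preincubated 30min RT with compound in Tris-HCl pH 8.0/CaCl2/CHAPS buffer, then 25nM Ub-CHOP2 and 25nM reporter substrate; fluorescence (Ex 485/Em 531) read after 60min RT, normalized to NEM inhibition, concentration-response curves fitted.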
# Mito fusion yeast: inhibitors of mitochondrial division or activators of mitochondrial fusion; S. cerevisiae fusion-defective mutant growth rescue, CellTiterGlo 48 h; Potency, µM (top dose mostly 46.1 µM), for inactives: at the top dose growth rescue (activation), actives largely listed as activators; 320,000 compounds, 0.23% hits;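 note: potency is the fitted concentration of half-maximal effect; % of control where 0% means no effect; nearly all actives have a fitted effect of over 45% in size; temperature-sensitive fusion mutants such as fzo1-1 at 37 °C on non-fermentable ethanol glycerol medium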
#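 Read-out: ATP-based luminescence (CellTiterGlo, 10 min ambient) reporting growth of fusion-defective ts yeast after 48 hours at 37C on glycerol/ethanol YPEG medium in the presence of compound.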
# TCR act: activators of T cell receptors; primary human leukocytes, anti-CD3, IL-2 HTRF, 48 h; Potency, µM (highest dose often 9.22 µM), without a hit: at the highest dose activation of IL-2 secretion, hits mostly activators; 330,000 tested, under 10 active; AID 504894; note: % of control where 0% means no effect
#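 48 hr co-incubation of compounds, a-CD3 beads and primary human leukocytes; IL-2 quantified homogeneously by HTRF with anti-IL-2 K and d2 conjugates.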
# B2AR arrestin: recruits beta-arrestin to the human beta2-adrenergic receptor; 330,000 compounds, 0.02% hits; P07550; beta-arrestin recruitment to beta2AR, cell-based reporter; AID 492947; Potency, µM (highest dose often 46.1 µM), inactives show top-dose activation, usual class: activators;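 note: potency is the fitted concentration of half-maximal effect; 0% = DMSO controls and full agonism = EC100 isoproterenol or metaproterenol; nearly all actives have a fitted effect of over 65% in size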
# TSHR antagonist: antagonists of human thyroid stimulating hormone receptor; 330,000 compounds, 0.2% hits; activity change, negative = inhibition, % at 11.5 µM; TSHR-expressing cells, TSH-stimulated cAMP HTRF, 2 h; hits give low values; P16473;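 active = activity change below a set negative limit, meaning inhibition stronger than a set level, cut at about -70% in these data; inconclusive = activity change between two set negative limits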; note: % is set by controls: 0 for no effect and ±100 for the full control effect
#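 Antagonism was scored as loss of TSH-driven cAMP in TSHR cells, stimulated with 4nM TSH (EC80) for 2 hours at 37 deg C and detected by homogeneous HTRF competition immunoassay.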
# TSG101-PTAP inh: blocks PTAP/TSG101 interaction to inhibit HIV-1 budding; Fluorescence polarization, FITC-PTAP peptide / Tsg101 binding; Potency, µM (series often up to 115 µM), without a hit: at the top dose activity change, negative = inhibition, actives largely listed as inhibitors; 340,000 tested, under 10 active; AID 493005; active = well fitted inhibition curve with a large enough effect in the main read-out, with a control signal flat, not every such curve was filed as active; inconclusive = small, poorly fitted or top-dose-only effect, or effect the other way, or a change in a side signal; inactive = no such curve, though single readings can be large or run the other way; note: potency is the fitted concentration of half-maximal effect; % of control where 0% means no effect
# Target sequence (Q99816 whole entry, looked up): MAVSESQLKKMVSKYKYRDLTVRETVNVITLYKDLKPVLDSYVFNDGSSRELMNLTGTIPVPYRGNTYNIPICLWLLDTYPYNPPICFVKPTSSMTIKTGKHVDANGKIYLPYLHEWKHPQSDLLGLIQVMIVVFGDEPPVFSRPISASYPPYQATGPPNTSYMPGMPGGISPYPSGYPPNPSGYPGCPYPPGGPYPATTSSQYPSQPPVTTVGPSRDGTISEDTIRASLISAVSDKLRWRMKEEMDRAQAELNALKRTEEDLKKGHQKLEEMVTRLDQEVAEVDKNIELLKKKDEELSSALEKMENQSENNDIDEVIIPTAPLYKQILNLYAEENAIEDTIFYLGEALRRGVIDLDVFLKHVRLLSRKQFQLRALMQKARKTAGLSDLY
#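 Fluorescence polarization binding of Tsg101 binding domain (10 uM final) to FITC-labeled PTAP peptide (50 nM final) in HEPES pH 7.5 buffer with NaCl, Tween 20, EDTA, TCEP. Compounds added before peptide; binding 20 min at RT.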
# Tb PFK block: T. brucei PFK enzyme inhibition | AID 485367 | Potency, µM (highest dose often 57.5 µM), inactives show at the highest dose activity, negative = inhibition, hits mostly inhibitors | O15648 | 330,000 compounds, 0.17% hits | T. brucei PFK, ADP-Glo luminescence;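 note: potency is the fitted concentration of half-maximal effect; 0% = uninhibited 1x PFK enzyme wells and -100% = no-enzyme wells; nearly all actives have a fitted effect of over 60% in size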
# Target sequence (O15648 whole entry, looked up): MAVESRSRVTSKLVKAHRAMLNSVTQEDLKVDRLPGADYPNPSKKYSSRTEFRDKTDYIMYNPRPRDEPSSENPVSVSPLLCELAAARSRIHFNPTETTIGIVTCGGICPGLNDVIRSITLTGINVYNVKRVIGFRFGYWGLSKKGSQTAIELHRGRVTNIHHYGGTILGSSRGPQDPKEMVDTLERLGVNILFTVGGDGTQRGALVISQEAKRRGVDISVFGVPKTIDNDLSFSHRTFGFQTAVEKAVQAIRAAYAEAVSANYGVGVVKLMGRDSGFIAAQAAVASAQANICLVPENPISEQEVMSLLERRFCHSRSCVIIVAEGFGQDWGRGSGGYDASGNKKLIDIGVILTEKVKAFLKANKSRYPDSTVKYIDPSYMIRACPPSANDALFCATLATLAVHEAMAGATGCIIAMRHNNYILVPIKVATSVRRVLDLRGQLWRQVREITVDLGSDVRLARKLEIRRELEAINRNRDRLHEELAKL
#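 ADP-Glo luminescence quantified ADP after 45 min at room temperature, with 1.25 nM T. brucei PFK, 0.1 mM ATP and 0.5 mM fructose-6-phosphate in pH 8.0 TEA buffer. qHTS titrations up to 57 µM; curves classified by quality.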
# Eya2 phos inh: blocks the phosphatase activity of human Eya2 | O00167 | recombinant Eya2, OMFP fluorescence dephosphorylation (OMFP is methylfluorescein phosphate) | Potency, µM (series often up to 76.9 µM), without a hit: at the highest dose activity, negative = inhibition, hits mostly inhibitors | 330,000 compounds, 0.006% hits | AID 488837; note: potency is the fitted concentration of half-maximal effect; % is set by controls: 0 for no effect and ±100 for the full control effect
#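 Eya2 (0.2 uM) preincubated 10 min at ambient with compound, then OMFP substrate added at 50 uM; 10 min reaction in 50 mM HEPES pH 7.5, 50 mM NaCl, 5 uM MgCl2, 0.05% BSA, 1 mM DTT. Fluorescence read at Ex 485/Em 525 nm.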
# uPA surface inh: inhibitors of cell surface uPA generation | cell surface uPA generation assay, qHTS | Potency, µM (series often up to 38.3 µM), without a hit: top-dose activity change, negative = inhibition, actives largely listed as inhibitors | 330,000 compounds, 0.31% hits; active = well fitted inhibition curve with a large enough effect; inconclusive = small, poorly fitted or top-dose-only effect; inactive = no such curve, though single readings can be large or run the other way; tested in mouse RAW 264.7 cells; note: potency is the fitted concentration of half-maximal effect; % is set by controls: 0 for no effect and ±100 for the full control effect; nearly all actives have a fitted effect of over 55% in size
# Chronic BCR inh: inhibitors of chronic active B-cell receptor signaling | 340,000 compounds, 0.05% hits | Potency, µM (highest dose often 46.1 µM), without a hit: at the highest dose ratio change, negative = lower green/red ratio, most hits filed as inhibitors | ABC-DLBCL IkBa-CBG/CBR reporter, luminescence ratio, 4 h; active = well fitted inhibition curve with a large enough effect in the signal ratio, with a control signal flat, not every such curve was filed as active; inconclusive = small, poorly fitted or top-dose-only effect, or effect the other way, or a change in a side signal; the % refers to the signal ratio;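 note: potency is the fitted concentration of half-maximal effect; plate controls were basal doxycycline-induced cells for no effect and cells given 10 µM MG132 for full effect; MG132 reads +100%, hits lower the ratio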
#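 Compounds up to 46 uM were incubated four hours with TMD8 cells whose green CBG68 luciferase is fused to IkappaBalpha; red CBR luminescence normalised the signal, and concentration-effect curves were fitted to fusion, red and ratio data.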
# ELG1 DNA repair: inhibitors of ELG1-dependent DNA repair in HEK293T cells; AID 504467; HEK293T ELG1-luciferase reporter, luminescence, 16 h; DNA damage induced by 5-fluorouridine; 330,000 compounds, 2.3% hits; Potency, µM (series often up to 46.1 µM), for the others: at the highest dose activity change, negative = inhibition, most hits filed as inhibitors; note: potency is the fitted concentration of half-maximal effect; % is set by controls: 0 for no effect and ±100 for the full control effect; nearly all actives have a fitted effect of over 55% in size
#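 HEK293T cells expressing luciferase-tagged ELG1 (2,000/well) received 5-Fluorouridine plus compound or DMSO for 16 hr at 37 °C. Luciferase was read by ONE-Glo luminescence after 30 min at room temperature.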
# Starred values were filed as active, the others as inactive; ? = inconclusive; · = not tested or not shown; [ ] = dose if it differs, or a comment. Unless noted, calls come from the whole dose curve; as a rule, active = well fitted curve in the direction sought with a large enough effect; inconclusive = small, poorly fitted or top-dose-only effect, or another doubt; inactive = no such curve, though single readings can be large; an effect the other way counts as inactive or inconclusive. An unsorted share of the library. Share with any hit: about 3%.
SMILES,USP2a inh,Mito fusion yeast,TCR act,B2AR arrestin,TSHR antagonist,TSG101-PTAP inh,Tb PFK block,Eya2 phos inh,uPA surface inh,Chronic BCR inh,ELG1 DNA repair
COc1ccc(C(=O)NC23CC4CC(CC(C4)C2)C3)cc1OC,0.1%,-2.3%,-1.4%,0.4%,-6.4,-3.3%,3.6%,9.4%,-10.1%,-0.4%,-20.5%
CCc1sc(NC(=O)COC)nc1-c1ccccc1,-6.4%,-4.9%,17.0%,0.1%,-10.7,-5.3%,-4.3%,4.8%,-2.6%,4.6%,-2.5%
Cc1[nH]c2ccccc2c1C(=O)CSCC(=O)O,1.8%,3.9%,-1.0%,0.1%,-0.9,-7.5%,2.1%,-0.3%[15.4 µM],5.2%,0.3%,4.6%
O=c1oc2ccc(C#CC3(O)CCCCC3)cc2cc1-n1cc(-c2ccccn2)nn1,1.7%,·,-6.7%,0.0%,14.1,0.1%,-0.7%,-4.0%,2.2%,2.0%,?
O=C(NNC(=O)c1cccs1)c1ccco1,-1.4%,-0.3%,3.2%,0.4%,7.1,-0.7%,4.6%,1.8%,2.0%,?,27.3%
CC(C)(C)OC(=O)C[C@H]1C/C=C\C[C@@H](CC(=O)NCCO)C(=O)NC[C@@H](c2ccccc2)OC1=O,8.2%,·,6.0%,-1.5%,3.4,-2.1%,11.1%,5.3%,6.3%,0.3%,15.1%
O=C(c1ccco1)N1CCN(C(c2ccccc2)c2nnnn2Cc2cccs2)CC1 (configuration not stated),-0.3%,16.0%,-5.8%,0.0%,-15.1,-4.5%,0.2%,4.4%,-3.6%,4.1%,14.8%
O=C(CSc1nc2ccccc2c(=O)n1-c1ccccc1)N1CCCc2ccccc21,-1.6%,?,-4.1%[46.1 µM],-2.6%,18.7,-2.1%,0.8%,-12.3%,0.6%,-3.9%,?
O=c1oc2ccccc2cc1C1=Nn2c(nnc2-c2cccnc2)SC1,3.5%,-1.1%,-4.9%,0.0%,-5.6,-2.1%,9.9%,4.6%,-0.9%,3.5%,2.7%
CC(=O)c1cccc(NC(=O)N2CCCC2C(=O)Nc2cc(C)ccc2C)c1 (configuration not stated),-0.1%,3.0%,1.8%,4.5%,-3.4,1.4%,-2.1%,14.0%,-1.6%,9.5%,-0.7%
COc1cccc(-c2n[nH]c(=S)n2Cc2ccco2)c1OC,-4.5%,-3.2%,-7.5%,-1.9%,-7.8,-16.9%,8.6%,10.7%,·,-2.4%,4.0%
O=C(O)c1cccc(-n2cccc2C=C2C(=O)c3ccccc3C2=O)c1,1.8%,2.6%,6.9%,0.0%,-21.8,0.0%,11.1%,-3.0%,-0.5%,-26.6%,?
Nc1n[nH]c(C2CCCCC2)n1,1.1%,-1.4%,-2.8%,-0.1%,4.5,0.3%,0.2%,-5.8%,4.5%,9.2%,12.7%
O=C(NCc1n[nH]c(=S)n1-c1ccc([N+](=O)[O-])cc1)c1ccc(S(=O)(=O)N2CCOCC2)cc1,0.5%,-4.2%,2.1%,-0.3%,-2.2,-0.3%,-1.3%,-4.6%,12.5%,0.9%,-0.8%
O=C(Nc1nc2ccccc2[nH]1)c1cc(F)cc(F)c1,-1.8%,4.5%,0.6%,0.1%,-3.1,-4.7%,-15.9%,-5.2%,-3.8%,?,?
O=S(=O)(Nc1cccc(-n2cnnn2)c1)c1cc(Cl)ccc1Cl,-0.5%,5.1%,8.6%,0.4%,-9.0,4.0%,-0.2%,-5.2%,-12.8%,1.6%,4.5%
CCN(CC)S(=O)(=O)c1ccc(Oc2ccccc2)c(N)c1,7.4%,2.9%,6.7%,-0.2%,-4.1,0.9%,-1.0%,-0.3%,0.2%,-1.1%,?
CCCNC(=O)CNC(=S)N(Cc1ccccc1F)C1CCCCC1,-2.1%,24.3%,-5.9%,0.0%,-4.2,0.9%,-3.1%,-8.8%,1.9%,0.7%,8.8%
O=C1CSc2ccc(C(=O)NCc3ccccn3)cc2N1,-3.1%,·,-3.7%,0.2%,4.9,-5.3%,-9.7%,-3.5%,21.3%,-0.3%,?
CN1CCN(C(=O)CSc2ccc(Cl)cc2)CC1,1.6%,-1.0%,-3.4%,0.4%,4.2,-0.3%,3.4%,-9.5%,4.8%,-15.0%,0.6%
COC(=O)N/N=C\c1ccc(OC/C=C/c2ccccc2)c(OC)c1,0.0%,1.1%,-3.9%,0.1%,26.5,-1.9%,0.2%,-17.4%,3.5%,-2.5%,-0.9%
CC(C)(CNC(=O)c1cc(-c2ccc(Cl)s2)nc2ccccc12)N1CCOCC1,-0.2%,8.8%,0.4%,-0.4%,0.6,-2.1%,0.1%,?,6.0%,2.3%,-2.6%
COC(=O)CSc1nc(C2CC2)cc(C(F)(F)F)c1C#N,0.8%,?,-2.7%,-0.9%,-12.9,3.2%,-2.5%,14.1%,1.5%,3.5%,15.4%
CCc1ccc(N(C(=O)c2ccco2)C(C(=O)NC2CCCC2)c2ccncc2)cc1 (configuration not stated),0.9%,0.7%,-0.3%,-0.1%,4.6,-0.3%,-0.6%,-9.9%,4.4%,4.1%,?
COCc1ccc([C@@H]2C[C@H]3CN(Cc4cccc(Cl)c4)C(=O)[C@]34CCCN24)o1,0.4%,1.1%,-4.1%,0.1%,-4.7,0.9%,0.0%,-8.6%,5.4%,-0.3%,10.0%
O=C(N1CCCCC1)N1CCN(S(=O)(=O)c2ccc(Cl)cc2)CC1,-0.3%,0.4%,0.6%,0.0%,-2.5,-3.5%,-4.3%,1.6%,-10.6%,?,?
O=C(Nc1ncn[nH]1)c1c(Cl)ccc(Cl)c1Cl,1.3%,5.0%,-10.2%,0.2%,11.9,-12.5%,-0.4%,6.4%,1.6%,?,-14.8%
Cc1nnc(C)n1/N=C/C=C/c1ccccc1,2.2%,0.4%,0.2%,-0.3%,-5.4,1.5%,-0.4%,0.3%,-4.5%,-1.6%,?
CN(C1=C(N2CCCCC2)C(=O)c2ccccc2C1=O)c1ccccc1,2.1%,5.6%,·,-0.1%,-27.4,-9.5%,3.1%,?,9.1%,26.8%,-12.2%
CC(C)=CCC/C(C)=C/CNC(=O)C[C@H]1C[C@H](C(=O)N2CCOCC2)[C@@]2(C)c3[nH]c4cc(CCC(=O)N(C)C)ccc4c3CCN2C1=O,-4.9%,·,2.8%[46.1 µM],0.3%,-6.9,-11.6%,-10.2%,-8.8%,10µM*,?,?
Cc1csc(SCC(=O)Nc2nc(-c3ccccc3)cs2)n1,1.1%,-6.2%,-11.8%,0.4%,8.3,-1.7%,-0.7%,7.1%,1.5%,?,?
CSc1nnc(CCCCCNC(=O)OC(C)(C)C)o1,-1.1%,2.0%,-1.0%,-0.5%,2.6,7.4%,2.4%,2.4%,2.7%,0.5%,-9.1%
COC(=O)c1c(C)cc(C)n2c1nc1ccccc12,3.0%,-2.8%,0.8%,0.0%,5.7,-3.4%,5.2%,-3.4%,-4.6%,?,-1.4%
O=C(CSc1nc2ccccc2s1)N/N=C/c1ccco1,0.8%,2.9%,4.0%[46.1 µM],0.0%,8.6,-2.7%,-6.4%,-1.8%,0.0%,?,16.3%
O=Cc1cn(-c2ccccc2)nc1-c1ccncc1,0.1%,?,-10.8%,-0.1%,7.8,-4.0%,0.4%,1.0%,-25.8%,-0.4%,2.7%
CCN(CC(=O)Nc1cc(Cl)ccc1C)C(=O)CCS(=O)(=O)c1ccc(C)cc1,-2.1%,3.4%,3.9%,-0.2%,4.8,1.1%,0.4%,29.9%,-5.4%,-1.2%,-6.0%
O=C(c1ccccc1)c1ccc(C(=O)N2CCN(c3ccc(O)cc3)CC2)cc1,-3.2%,·,0.3%,-0.7%,-7.1,-7.6%,-1.8%,-31.3%,-20.5%,0.0%,?
CCOC(=O)NC(CC(=O)O)c1ccc(OC)c(OC)c1 (configuration not stated),2.4%,-11.1%,2.2%,-0.1%,11.1,-13.8%,-3.9%,-9.9%,3.6%,?,9.8%
CC(=O)Nc1ccc(NC(=O)CCCCCn2nnc3ccccc3c2=O)cc1,0.4%,-3.3%,-2.0%,-0.2%,3.4,-0.8%,-1.7%,2.3%,5.0%,-5.8%,4.1%
Cc1ccc(-c2cnc(SCCNC(=O)c3ccco3)[nH]2)cc1,-0.9%,5.8%,9.0%,0.0%,-7.4,0.8%,3.1%,10.4%,-7.0%,-17.3%,-3.6%
COc1ccc([C@H]2CC(=O)C=C(c3ccc(C)c([N+](=O)[O-])c3)C2)cc1,1.4%,?,-7.1%,0.2%,12.8,-0.4%,-2.8%,-2.3%,10.5%,3.8%,?
